Source: PubChem
ATG4B inh = ATG4B protease inhibitors, primary screen, biochemical, fluorescence, uHTS; ATG4B cleavage of LC3-PLA2, NBD-HPC fluorescence, 1 h; Cysteine protease ATG4B (Homo sapiens), Q9Y4P1; 340,000 tested, 0.51% active; inhibition, % at 8.33 µM; in the data active = inhibition above about 40%
Target sequence (Q9Y4P1 whole entry, looked up): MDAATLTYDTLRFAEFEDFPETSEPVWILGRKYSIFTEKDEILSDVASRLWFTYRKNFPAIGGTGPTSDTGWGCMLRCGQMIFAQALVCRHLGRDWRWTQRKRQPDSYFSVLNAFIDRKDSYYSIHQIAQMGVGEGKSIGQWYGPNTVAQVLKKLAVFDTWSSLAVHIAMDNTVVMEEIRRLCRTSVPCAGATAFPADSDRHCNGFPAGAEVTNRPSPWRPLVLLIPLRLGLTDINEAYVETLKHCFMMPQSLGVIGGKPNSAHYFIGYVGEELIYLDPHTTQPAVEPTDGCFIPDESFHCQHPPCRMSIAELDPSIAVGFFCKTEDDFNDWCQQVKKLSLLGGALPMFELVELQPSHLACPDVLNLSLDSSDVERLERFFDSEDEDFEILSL
mIAP inh = inhibitors of mouse IAP, primary screen, biochemical, luminescence, uHTS | intestinal alkaline phosphatase [Mus musculus] | purified mouse IAP, CDP-Star luminescence, 30 min | inhibition, % at 10 µM | 330,000 tested, 0.2% active;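 active = inhibition of at least 40% at 10 µM in the primary screen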;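 note: plate controls were DMSO with enzyme for no effect and no enzyme wells for full effect; values of inactives mirror those of a sister screen read the other way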
PfG6PD inh = PfG6PD enzyme inhibitors, primary screen, biochemical, fluorescence intensity, uHTS. inhibition, % at 20 µM. PfGluPho enzyme, NADPH resazurin-diaphorase fluorescence. AID 504690, 2011. 350,000 tested, 0.78% active. glucose-6-phosphate dehydrogenase-6-phosphogluconolactonase (Plasmodium falciparum 3D7);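 active = inhibition reaching at least a set limit at 20 µM in the primary screen, cut at about 59% in these data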;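 note: 0% = DMSO wells with substrate and 100% = DMSO wells lacking glucose-6-phosphate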
hIAP activ = human IAP activators, primary screen, biochemical, luminescence, uHTS | Intestinal-type alkaline phosphatase (Homo sapiens), P09923 | purified human IAP, CDP-Star luminescence, 30 min; stronger effect = higher value; 1 = vehicle-only enzyme, 0 = enzyme-free background | activation factor at 10 µM | 330,000 tested, 0.16% active;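 active = activation factor of the enzyme at least 2-fold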; note: the source names both 10 and 20 µM as test concentration; values of inactives mirror those of a sister screen read the other way
Target sequence (P09923 whole entry, looked up): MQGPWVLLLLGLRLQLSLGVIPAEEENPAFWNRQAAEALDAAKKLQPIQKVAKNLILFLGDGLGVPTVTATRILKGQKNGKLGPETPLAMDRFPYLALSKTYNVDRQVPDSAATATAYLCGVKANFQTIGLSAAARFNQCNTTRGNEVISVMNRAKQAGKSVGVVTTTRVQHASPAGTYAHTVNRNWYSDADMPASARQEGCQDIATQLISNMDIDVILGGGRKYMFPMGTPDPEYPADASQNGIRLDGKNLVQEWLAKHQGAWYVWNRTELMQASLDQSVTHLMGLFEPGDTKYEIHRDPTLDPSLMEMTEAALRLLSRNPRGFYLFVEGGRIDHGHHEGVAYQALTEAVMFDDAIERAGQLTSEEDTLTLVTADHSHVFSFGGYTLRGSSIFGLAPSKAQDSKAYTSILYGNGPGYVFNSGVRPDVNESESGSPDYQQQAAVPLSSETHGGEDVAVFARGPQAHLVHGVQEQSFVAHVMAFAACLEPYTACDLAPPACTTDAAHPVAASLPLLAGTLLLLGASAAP
HKDC1 inh = HKDC1 hexokinase inhibitors, primary screen, biochemical, fluorescence, uHTS. Q2TB90. recombinant HKDC1, G6PDH/diaphorase resazurin coupled fluorescence. inhibition, % at 20 µM. 340,000 tested, 0.16% active. AID 493160, 2011;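 active = inhibition above about 35% when tested at 20 µM, limit read from the data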;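 note: plate controls were DMSO wells with enzyme for no effect and DMSO wells lacking enzyme for full effect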
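Test system: Recombinant HKDC1 (HK5) hexokinase enzyme, produced in-house | Input: HKDC1 at 5 µg/mL | Buffer or medium: Tris pH 8.0 buffer with MgCl2, Tween-20, BSA, BME | Schedule: 90 min reaction incubation at room temperature, dark | Technique: Resazurin-to-resorufin fluorescence via G6PDH and diaphorase coupling, 525/613 nm | Controls: DMSO wells with and without enzyme mix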
APOBEC3A inh = APOBEC3A ssDNA deaminase inhibitors, primary screen, selectivity assay for APOBEC3G inhibitor project, biochemical, FAM/TAMRA oligo cleavage fluorescence. DNA dC->dU-editing enzyme APOBEC-3A (Homo sapiens), P31941. recombinant A3A, FAM/TAMRA ssDNA deamination fluorescence. inhibition, % at 20 µM. 330,000 tested, 0.41% active;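 active = at least 40% inhibition at 20 µM here, with at most 30% in a related deaminase screen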;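 note: plate controls were A3A with DMSO for no effect and wells lacking A3A enzyme for full effect; some results filed as inactive read as strong as hits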
mIAP act = activators of mouse IAP, primary screen, biochemical, luminescence, uHTS | 330,000 tested, 0.24% active | intestinal alkaline phosphatase [Mus musculus] | muIAP, CDP-Star luminescence, 30 min; stronger effect = higher value; 1 = vehicle-only enzyme signal, 0 = enzyme-free wells | activation factor at 10 µM;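 active = activation factor of at least 2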; note: the source names both 10 and 20 µM as test concentration; values of inactives mirror those of a sister screen read the other way
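System: Mouse IAP enzyme | Also added: CDP-Star substrate | Dosing: Compounds dispensed in DMSO | Schedule: 30 min enzyme-substrate-compound incubation at room temperature | Technique: Chemiluminescence readout | Control set: DMSO-only wells and no-enzyme negative control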
hIAP inh = human IAP inhibitors, primary screen, biochemical, luminescence, uHTS | Intestinal-type alkaline phosphatase (Homo sapiens), P09923 | purified IAP, CDP-Star luminescence, 30 min | inhibition, % at 10 µM | 330,000 tested, 0.12% active;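 active = inhibition reaching a set limit with compound at 10 µM in the primary screen, cut at about 35% in these data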;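 note: plate controls were DMSO wells with enzyme for no effect and no-enzyme buffer wells for full effect; values of inactives mirror those of a sister screen read the other way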
* marks the source's active call; other numbers are inactive results.

SMILES	ATG4B inh	mIAP inh	PfG6PD inh	hIAP activ	HKDC1 inh	APOBEC3A inh	mIAP act	hIAP inh
CCc1ccc(/C=C/C(=O)c2cc(Br)ccc(=O)c2O)cc1	14	12	33	0.96	12	15	0.88	4
O=C(CSC1=NCCS1)NC1CCCCC1	1	-4	-9	0.98	-4	49*	1	2
CCN(CC(=O)N1CCCC1)S(=O)(=O)c1ccc2ccccc2c1	0	-8	2	1.2	-5	-2	1.1	-21
COc1ccccc1C(=O)N1CCN(c2cccc(C(F)(F)F)c2)CC1	-10	9	-11	1.1	5	1	0.91	-12
c1ccc(CSCCc2ccncc2)cc1	-7	11	1	0.6	1	-3	0.89	40*
CCN1CCCC1CNS(=O)(=O)c1ccc(C(=O)Nc2ccccc2)cc1 (stereo not given)	2	-3	-7	1.1	0	-2	1	-7
Cc1nnc(SCc2ccc(C(=O)O)cc2)s1	-6	9	-24	0.97	-4	-1	0.91	3
Cc1ccc(C(=O)O)cc1Nc1ncnc2sc3c(c12)CCC3	2	1	-37	1.2	-4	7	0.99	-15
CC[N+](C)(CC)CCC(c1ccccc1)C1CCCCC1 (stereo not given)	4	-3	-5	0.96	4	48*	1	4
S=C(NCc1ccccc1)N1CCN(C(=S)NCc2ccccc2)CC1	-3	-17	10	1	2	-8	1.2	-1
COc1ccc(CNC(=O)CN(c2ccccc2OC)S(=O)(=O)c2cccs2)cc1	-3	-5	6	1	5	0	1	-4
O=C(Cc1ccc([N+](=O)[O-])cc1)NCC1CCCO1 (stereo not given)	-12	-3	-4	0.79	-2	1	1	22
CC(C)Sc1nc(N2CCOCC2)c2c(c1C#N)CC(C)(C)SC2	4	-3	-16	1	1	2	1	-3
Cc1ccc(-c2nc3ccccc3nc2-c2ccccc2)cc1	19	4	0	1.1	-1	0	0.95	-5
CCn1cc(C(=O)O)c(=O)c2cnc(N3CCN(C(=S)Nc4ccc(F)cc4)CC3)nc21	2	-13	7	1	5	-13	1.1	-5
COc1ccc(/C=N/NC(=O)c2ccc(NC(=O)c3ccccc3Br)cc2)cc1	2	-8	-9	1	-8	4	1.1	-2
CC(C)Cn1c(CCNC(=O)c2ccco2)nc2ccccc21	3	7	-18	1.1	0	-4	0.93	-5
Cc1ccc(S(=O)(=O)N2CCOCC2)cc1C(=O)N1CCN(Cc2ccccc2)CC1	-3	-3	2	0.9	-7	-2	1	10
COc1ccc(C(=O)OCC(=O)Nc2nnc(-c3ccccc3)o2)cc1	6	1	-11	1.5	1	-1	0.99	-45
CCC(=O)N1CCc2cc(S(=O)(=O)N3CCCCC3CC)ccc21 (stereo not given)	-4	5	5	1.1	-1	-1	0.95	-8
CC(C)[C@H](NC(=O)c1ccccc1)C(=O)OCC(=O)N1CCCCCC1	20	2	5	1.1	-15	-1	0.98	-13
COc1ccc(CC(=O)N2CC3(C)CC2CC(C)(C)C3)cc1OC (stereo not given)	-2	2	-10	0.97	-6	0	0.98	3
Cc1[nH]c2ccc(F)cc2c1CCN(Cc1cccnc1)C(=S)Nc1cccc(F)c1	-6	-18	22	1.1	3	2	1.2	-15
COc1ccc([C@H]2CC(=O)C=C(c3ccc(CO)cc3)C2)cc1	-8	-6	4	1.1	2	0	1.1	-6
CC(C)c1ccc(NC(=O)CCS(=O)(=O)c2cccc3nonc23)cc1	-6	1	15	1	-2	4	0.99	0
Cc1ccc(OCCN2CCN(c3nc(NCc4ccco4)c4ccccc4n3)CC2)cc1	-1	-29	11	1.1	1	0	1.3	-14
CC(C)c1ccc(-c2csc3nc[nH]c(=O)c23)cc1	-1	-5	-8	1.4	0	0	1	-36
COCCCn1c(Cc2csc(Nc3ccccc3)n2)nnc1SCC(N)=O	-5	7	48	0.97	-4	4	0.93	3
CCN1C(=O)C(CC(=O)Nc2c(C)cccc2C)Nc2cc(S(=O)(=O)N(C)C)ccc21 (stereo not given)	-1	0	14	1.1	-6	1	1	-8
Cc1sc(N2C(=O)C3C(C2=O)[C@H]2C=C[C@@H]3C2)c(C#N)c1C (stereo not given in full)	3	7	16	0.94	-4	-1	0.93	6
Cc1onc(NC(=O)CSCC(=O)O)c1Br	9	7	-4	1	-3	-1	0.93	-2
Cc1cc(C)n2nc(SCC(=O)c3cccs3)nc2n1	-4	10	-9	0.88	-2	2	0.9	12
COc1ccc(N(C(=O)Nc2ccc(Cl)cc2)C2=NCCC2)cc1	-11	-7	5	0.99	-5	1	1.1	1
C=C(C)COc1ccc(-c2nc(N)nc(C(F)(F)F)c2-c2ccc(OC)cc2)c(O)c1	1	8	51	1	3	3	0.92	-1
CCOc1ccc(-c2csc(N)c2C(=O)OC)cc1	-8	18	66*	0.97	-10	-1	0.81	3
COc1ccc(Br)cc1C(=O)NC(=S)Nc1ccc2[nH]c(=O)[nH]c2c1	0	8	-7	0.83	0	0	0.92	17
CCOc1cc(/C=N/NC(=O)c2ccc(=O)n(C)c2)ccc1O	-8	5	13	0.86	-4	-4	0.95	14
O=C(O)CCCN1C(=O)/C(=C\c2ccc(-c3nc4ccccc4s3)o2)SC1=S	0	32	11	0.79	5	6	0.68	21
Cc1ccc(C(=O)NCC(=O)NCC(=O)OCc2ccc(Cl)cc2)cc1	-1	-10	-13	0.93	-5	-2	1.1	7
CCOCCCNC(=O)CN1CCN(c2ccc(F)cc2)CC1	-4	5	-5	0.88	-6	-7	0.95	12

Record cards, as listed above. Screens in order: ATG4B inh	mIAP inh	PfG6PD inh	hIAP activ	HKDC1 inh	APOBEC3A inh	mIAP act	hIAP inh
`Cc1ccc(OCCN2CCN(c3nc(NCc4ccco4)c4ccccc4n3)CC2)cc1` across the screens: -1	-29	11	1.1	1	0	1.3	-14
`CCOCCCNC(=O)CN1CCN(c2ccc(F)cc2)CC1` across the screens: -4	5	-5	0.88	-6	-7	0.95	12
`CCN1C(=O)C(CC(=O)Nc2c(C)cccc2C)Nc2cc(S(=O)(=O)N(C)C)ccc21` (stereo not given) across the screens: -1	0	14	1.1	-6	1	1	-8
`CC(C)c1ccc(NC(=O)CCS(=O)(=O)c2cccc3nonc23)cc1` across the screens: -6	1	15	1	-2	4	0.99	0

The listing continues:
SMILES	ATG4B inh	mIAP inh	PfG6PD inh	hIAP activ	HKDC1 inh	APOBEC3A inh	mIAP act	hIAP inh
C=C(C)C1Cc2cc3ccc(=O)oc3cc2O1 (stereo not given)	-3	7	0	0.86	-10	2	0.93	14
Cn1ncc(Cl)c1C(=O)NCc1cc(C(C)(C)C)n[nH]1	33	-1	0	1	-15	3	1	-5
CS(=O)(=O)N(CC(=O)N1CCOCC1)c1cc(C(F)(F)F)ccc1Cl	-1	-1	0	1.2	-4	6	1	-22
COC(=O)c1ccc(NC(=O)CSC2=Nc3ccccc3C3CC=NN23)cc1 (stereo not given)	-8	-2	-9	0.94	-6	-3	1	6
O=[N+]([O-])c1cnccc1Nc1ccc(Cl)cc1	2	2	-12	0.91	-6	-4	0.98	9
COc1ccccc1-c1nnc(NC(=O)c2ccc(S(=O)(=O)N(C)C)cc2)o1	-7	1	-25	1	1	1	0.99	-4
Cc1ccc(CN2CCN(CCCc3ccccc3)CC2CCO)cc1 (stereo not given)	-5	-3	15	1.1	-2	4	1	-9
CCc1ccccc1NC(=S)N(CCCN1CCN(C)CC1)Cc1cccs1	2	8	6	0.99	-3	-4	0.92	1
COc1cc(C2NC(=S)NC(C)=C2C(=O)Nc2ccc(C)cc2)ccc1O (stereo not given)	-3	-7	17	1.1	-10	-3	1.1	-13
Cc1cc(C(=O)NCC(C)(C)N2CCOCC2)c(C)o1	7	4	-3	1	1	-7	0.96	-2
COc1ccc(OC)c(-c2cc(C(=O)Nc3c(C)nn(Cc4ccccc4Cl)c3C)no2)c1	38	12	12	0.87	-5	5	0.88	13
Cn1c(CCc2ccccc2)nnc1SCC(=O)N1CCOCC1	2	1	-3	1.1	-5	1	0.99	-9
CC1=C(C(=O)OC2CCCC2)C(c2ccc(C)o2)C2=C(CC(c3cccs3)CC2=O)N1 (stereo not given)	6	12	4	0.82	18	-1	0.88	18
Cc1ccc2[nH]c(=O)c(CN(Cc3ccccc3Cl)C(=O)N3CCOCC3)cc2c1	-4	1	3	0.83	-1	0	0.99	17
CCCC1=[N+](CC(=O)c2ccccc2)CCn2c(C)ccc21	-5	-15	-16	1.1	2	-7	1.2	-13
CC1CN(C(=O)c2cnn3c(C(F)F)cc(-c4ccccc4)nc23)CC(C)O1 (stereo not given)	-4	-7	2	0.85	3	0	1.1	15
Cc1ccc(-n2nc(C(=O)O)cc2-c2ccc(Cl)cc2)cc1	-8	11	4	0.93	2	-3	0.89	7
O=C(O)COc1c(Cl)cc(/C=C2/NC(=O)NC2=O)cc1Br	4	-12	-6	1.1	14	-2	1.1	-7
CCCOc1cc(C)c(S(=O)(=O)NC2CC(C)(C)NC(C)(C)C2)cc1C	6	0	-23	1.1	11	2	0.99	-12
C/C(=N\Nc1ncnc2sc(C)c(C)c12)c1ccccn1	1	9	7	1.1	-38	0	0.91	-9
N#Cc1ccccc1OCC(=O)OCC(=O)c1ccc[nH]1	8	13	-7	0.92	-2	1	0.87	8
O=C(COC(=O)CCc1c[nH]c2ccccc12)NCCc1ccccc1	4	2	11	0.91	-2	-6	0.98	9
CCCc1cc(=O)[nH]c(SCC(=O)Nc2ccc(OC(F)F)cc2)n1	-9	14	-30	0.9	-5	0	0.86	10
CCCCCOC(=O)c1ccc(NC(=O)c2ccco2)cc1	14	9	6	0.94	-2	4	0.91	6
COc1cc(-c2cc(C(=O)Nc3cc(S(=O)(=O)N4CCOCC4)ccc3O)c3ccccc3n2)cc(OC)c1OC	3	8	47	0.97	-7	-4	0.92	3
Cn1c(=O)c(=O)n(C)c2cc([N+](=O)[O-])c([N+](=O)[O-])cc21	3	-1	28	0.92	9	-1	1	8
O=C(CN(C1CCCCC1)S(=O)(=O)c1ccc(F)cc1)NC1CC1	-9	-11	-3	1.1	-10	-3	1.1	-7
CCOC(=O)N1CCN(C(=O)c2cccc(F)c2)CC1	-2	6	-9	0.85	-11	-1	0.94	14
COc1ccccc1N(CC(=O)NCc1ccc2c(c1)OCO2)C(=O)CCC(=O)Nc1nccs1	-8	-2	-10	0.93	-6	4	1	8
COC(CNC(=O)C1CCN(S(=O)(=O)c2ccc3nc4c(c(C(=O)O)c3c2)CC(C)CC4)CC1)OC (stereo not given)	-6	-2	17	1.1	-2	7	1	-12
COc1cc(C(=O)NC2CCCc3ccccc32)cc(OC)c1C (stereo not given)	11	-3	5	1.1	4	2	1	-6
CCO[C@@H]1OC(C(=O)NCc2ccccc2)=C[C@H](c2cn(C(C)=O)c3ccccc23)[C@H]1CCCO	-4	5	4	1.1	-6	-1	0.95	-12
Cn1nc(C(=O)Nc2cccc(C(F)(F)F)c2)c2ccccc2c1=O	-16	13	35	0.97	0	-2	0.87	2
Cc1ccc(NC(=O)Cc2nnc(SCC(=O)NC3CCCC3)n2C)cc1C	3	8	-5	1	-4	2	0.92	0
CC(NC(=O)COc1ccc(/C=N/NC(=O)CO)cc1)c1ccccc1 (stereo not given)	0	-1	-5	0.91	1	-4	1	10
